FBPA coupling cs: coupling enzyme interference in Giardia aldolase counter-screen | activity change, negative = inhibition, % at 58.2 µM, hits read low | coupling enzyme system counterscreen, AmpLite Red fluorescence | 0.67% of 290,000 active; in the data active = activity change below about -30%; also: % is scaled to controls: 0 for no effect and ±100 for the full control effect
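Coupling enzymes only (glyceraldehyde-3-phosphate) + compound, at 57.5 uM final, 10 min RT; add substrate/coupling/AmpLite Red mix, 20 min RT; fluorescence ex 525/em 598 nm. Actives flag coupling-system interference.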
AT treatment: potential ataxia-telangiectasia treatments restoring KAP-1 phosphorylation; AID 485349; […] A-T fibroblasts, KAP-1 phosphorylation AlphaLISA; neocarzinostatin DNA damage 30 min before lysis; Potency, µM (series often up to 57.5 µM), for inactives: at the top dose activation, most hits filed as activators; 0.19% of 320,000 active; also: potency is read from the fitted curve at half-maximal effect; % of control where 0% means no effect; nearly all actives have a fitted effect of over 45% in size
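ATM-like activity read as KAP-1 phosphorylation via AlphaLISA donor/acceptor antibody pairs after lysis and 6 hr at 25C. Cells were ATM-null patient fibroblasts ([…], hTERT), dosed 60 min, then exposed to the DSB inducer NCS for 30 min.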
MBNL1 CUG block: blocks human MBNL1 binding to CUG repeat RNA. Q9NR56. TR-FRET MBNL1-His/biotin-(CUG)12 binding, 665/545 ratio. Potency, µM (highest dose often 57.5 µM), without a hit: at the top dose activity change, negative = inhibition, hits mostly inhibitors. 0.036% of 280,000 active. AID 2675; active = well fitted inhibition curve with a large enough effect in the signal ratio, with a control signal flat, not every such curve was filed as active; inconclusive = small, poorly fitted or top-dose-only effect, or effect the other way, or a change in a side signal; inactive = no such curve, though single readings can be large or run the other way; the % refers to the signal ratio; also: potency is read from the fitted curve at half-maximal effect; % is scaled to controls: 0 for no effect and ±100 for the full control effect
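TR-FRET readout: Ex 340 nm, 665/545 nm emission ratio, normalized to buffer-only (basal) and MBNL1-(CUG)12 controls. Complex of MBNL1-His with Biotin-(CUG)12, compounds 92 nM–58 uM, incubated 60 min at room temperature.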
TRPV1 ag: agonists of human vanilloid receptor 1 (TRPV1); Q8NER1; TRPV1-expressing cells, Fluo-8 calcium influx, agonist mode; activation, % at 8.33 µM; 0.19% of 320,000 active; AID 540275; in the data active = activation above about 80%; inconclusive = between about 30% and that limit; also: 0% is about no effect
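Fluo-8 calcium influx in TRPV1-expressing cells, kinetic read (ex 480/em 520 nm). Compound added and read 3 min for agonist activity, followed by capsaicin at EC20 final and 2 min further read for enhancement.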
ASM inhibitor: blocks human secretory acid sphingomyelinase; placental ASM, HMU-PC fluorogenic substrate, 60 min; Potency, µM (highest dose often 57.5 µM), inactives show top-dose activity change, negative = inhibition, most hits filed as inhibitors; 0.006% of 340,000 active; also: potency is read from the fitted curve at half-maximal effect
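Steps: dispense placental human ASM, pin compound, wait 10 min at room temperature, add HMU-PC0 substrate at 9 uM final, incubate 60 min at 37 °C, add stop solution raising pH to 10, read fluorescence.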
hERG WT inh: KCNH2 (human, wildtype) channel inhibition; Q12809; U2OS, BacMam KCNH2, thallium flux FluxOr; hits give low values; activity change, % at 1.84 µM; 0.37% of 340,000 active; AID 720551;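 active = maximum activity change below -70%; inconclusive = maximum activity change between -70% and -50%; inactive = maximum activity change above -50%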; also: % is scaled to controls: 0 for no effect and ±100 for the full control effect
Target sequence (Q12809 whole entry, looked up): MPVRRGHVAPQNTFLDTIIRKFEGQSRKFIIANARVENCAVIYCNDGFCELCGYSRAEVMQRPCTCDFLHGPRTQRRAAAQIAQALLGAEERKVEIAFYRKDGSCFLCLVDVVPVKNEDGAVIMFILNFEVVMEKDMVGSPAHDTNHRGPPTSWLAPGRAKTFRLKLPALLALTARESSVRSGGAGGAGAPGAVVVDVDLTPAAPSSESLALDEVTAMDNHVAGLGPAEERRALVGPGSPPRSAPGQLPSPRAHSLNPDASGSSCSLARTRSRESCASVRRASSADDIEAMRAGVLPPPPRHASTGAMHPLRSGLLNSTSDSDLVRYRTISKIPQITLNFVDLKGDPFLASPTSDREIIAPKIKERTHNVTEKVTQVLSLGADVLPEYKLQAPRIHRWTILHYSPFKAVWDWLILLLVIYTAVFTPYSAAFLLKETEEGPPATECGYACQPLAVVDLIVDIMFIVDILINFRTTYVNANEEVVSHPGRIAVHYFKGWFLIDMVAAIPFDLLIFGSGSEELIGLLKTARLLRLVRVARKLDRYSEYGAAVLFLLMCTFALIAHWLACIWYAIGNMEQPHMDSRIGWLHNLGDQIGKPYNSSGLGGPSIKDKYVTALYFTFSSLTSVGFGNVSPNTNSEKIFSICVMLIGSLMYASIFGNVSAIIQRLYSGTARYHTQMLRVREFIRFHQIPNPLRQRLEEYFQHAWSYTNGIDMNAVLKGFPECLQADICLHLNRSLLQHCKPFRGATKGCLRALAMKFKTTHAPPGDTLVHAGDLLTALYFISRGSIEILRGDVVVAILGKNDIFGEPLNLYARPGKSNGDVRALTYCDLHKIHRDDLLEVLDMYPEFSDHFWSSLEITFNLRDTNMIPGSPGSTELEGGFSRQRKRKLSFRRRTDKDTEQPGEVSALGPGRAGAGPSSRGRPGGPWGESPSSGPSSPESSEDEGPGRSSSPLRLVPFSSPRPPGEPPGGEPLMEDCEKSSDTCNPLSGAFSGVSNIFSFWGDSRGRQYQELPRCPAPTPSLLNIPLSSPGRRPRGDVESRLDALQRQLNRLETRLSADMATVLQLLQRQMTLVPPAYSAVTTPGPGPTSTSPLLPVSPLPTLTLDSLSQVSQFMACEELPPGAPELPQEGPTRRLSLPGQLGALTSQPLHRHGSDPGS
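U2OS cells were transduced with wild-type KCNH2 virus (2.03 x 10^8 / mL) for 4 h at room temperature, then cultured overnight at 37 C. Thallium flux was read with FluxOr dye. Rate constants were normalized to DMSO controls.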
a7 integrin act: integrin-mediated muscular dystrophy alleviation activation. 0.064% of 350,000 active. alpha7betagal myoblasts, beta-gal FDG fluorescence, 48 h. Potency, µM (doses to about 38.3 µM), for the others: at the top dose activation, usual class: activators. AID 624291;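 also: potency is read from the fitted curve at half-maximal effect; 100% = response of the positive control SU9516; nearly all actives have a fitted effect of over 60% in size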
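alpha7betagal+/- myoblasts (passage 13, 250/well) treated 48 h at 37C with compounds at 1:260 dilution of DMSO stock. Lysed, then beta-galactosidase activity read as FDG fluorescence (ex 480/em 540) after 30 min, with pre-read for autofluorescence.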
KCNH2 3.1 block: blocks the human KCNH2 3.1 channel isoform; U2OS KCNH2 3.1, thallium flux FluxOr; hits give low values; activity change, % (tested at about 1.8 µM); 0.95% of 340,000 active; AID 720553;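 active = maximum activity change below -70%; inconclusive = maximum activity change from -70% to -50%; inactive = maximum activity change above -50%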;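 also: thallium influx rate constant from kinetic fluorescence after stimulation buffer; % is scaled to controls: 0 for no effect and ±100 for the full control effect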
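Thallium flux via FluxOr fluorescence (Red40 quencher, 45 min loading) in U2OS cells virally expressing the KCNH2 3.1 isoform (1.77 x 10^8 /mL virus, overnight at 37 C). Rate constants from 2-min kinetic reads post-stimulation, normalised to positive and negative controls.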
GALK inh: blocks human galactokinase activity; 0.007% of 270,000 active; Potency, µM (highest dose often 57.5 µM), without a hit: at the highest dose activity change, negative = inhibition, most hits filed as inhibitors; P51570; Purified GALK, Kinase-Glo residual ATP luminescence; also: potency is read from the fitted curve at half-maximal effect; % is scaled to controls: 0 for no effect and ±100 for the full control effect
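Quantitative HTS: GALK 5 nM, ATP 35 uM, galactose 100 uM, 1 h room temperature, then luciferase-based ATP detection.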
CXXC DNA block: MLL CXXC-DNA interaction inhibition; Q03164; MLL-CXXC / FITC-HOXA9 DNA fluorescence polarization; Potency, µM (doses to about 115 µM), for the others: at the highest dose activity change, negative = inhibition, hits mostly inhibitors; 0.037% of 290,000 active; AID 2662; active = well fitted inhibition curve with a large enough effect in the polarisation, with a control signal flat, not every such curve was filed as active; inconclusive = small, poorly fitted or top-dose-only effect, or effect the other way, or a change in a side signal; inactive = no such curve, though single readings can be large or run the other way; the % refers to the polarisation; also: potency is read from the fitted curve at half-maximal effect
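Fluorescence polarization: 7 uM MLL-CXXC (stock) preincubated 5 min with compounds, then 50 nM fluorescein-HOX-A9 DNA (stock) added; 30 min ambient. Buffer 50 mM Tris-HCl pH 7.5, 50 mM NaCl, 1 mM DTT, 0.05% BSA.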
Active calls of the source: *; ? = inconclusive; . = no result given; [ ] = another dose, or the depositor's remark. Unless noted, calls follow the shape of the dose curve; as a rule, active = well fitted curve in the direction sought with a large enough effect; inconclusive = small, poorly fitted or top-dose-only effect, or another doubt; inactive = no such curve, though single readings can be large; an effect the other way counts as inactive or inconclusive.

SMILES	FBPA coupling cs	AT treatment	MBNL1 CUG block	TRPV1 ag	ASM inhibitor	hERG WT inh	a7 integrin act	KCNH2 3.1 block	GALK inh	CXXC DNA block
COc1ccc(NC2CCCN(C(=O)CCN3CCOCC3)C2)cc1 (configuration not stated)	.	5%	-3%	-4	4%	-1	-4%	-2	-6%	-18%
COc1cc(/C=C2\SC(=S)N(N3CCOCC3)C2=O)ccc1O	-1	11%	4%	17	-9%	-12	?	-2	3%	-1%
CCn1c(-c2cc(OC)c(OC)c(OC)c2)n[nH]c1=S	2	-7%	-5%	-2	-1%	3	-8%	-11	-2%	-2%
O=C(Nc1ccc(N2CCOCC2)cc1)C1CCN(S(=O)(=O)Cc2ccccc2)CC1	2	-3%	0%	6	1%	-1	-9%	-3	-2%	17%
Cc1ccc(C2=NN(CC(=O)NCc3ccco3)C(=O)CC2)cc1	-2	0%	-7%	3	3%	8	-12%	4	0%	22%
Cc1cc(C)n2nc(SCC(=O)N(CCC#N)c3ccccc3F)nc2n1	.	4%	.	3	-3%	-8	-17%	12	.	.
COc1ccc(NC(=O)CSCC(=O)Nc2ccccc2C(=O)N2CCCCC2)cc1	.	4%	.	2	3%	-1	6%	1	.	.
CCOC(=O)N1CCN(C(=O)c2ccc(N(Cc3ccccc3)S(C)(=O)=O)cc2)CC1	-2	-4%	-2%	-2	2%	6	2%	-3	0%	15%
CC(=O)N/C(=C/c1ccc2c(c1)OCO2)C(=O)N1CCOCC1	-6	-1%	1%	-2	1%	1	-10%	-1	-3%	-6%
CCCn1nc(C(=O)N2CCN(S(=O)(=O)c3ccc(C)c(C)c3)CC2)c2ccccc2c1=O	.	0%	.	2	-9%	-4	18%	-1	.	.
Cc1csc(-c2cnn(-c3ccccc3)c2NC(=O)c2ccc(C(F)(F)F)cc2)n1	1	2%	-1%	28	-21%	-3	23%	-6	-1%	-7%
Cc1c(C(=O)NC2CCCc3ccccc32)oc2ccccc12 (configuration not stated)	3	5%	-3%	14	-5%	-23	20%	-34	-2%	0%
CCOC(=O)c1ccc(NC(=O)c2cc(S(=O)(=O)N3CCOCC3)ccc2O)cc1	14	0%	-8%	-2	1%	1	-18%	22	0%	8%
Cn1c(SCCSc2nnc(-c3ccccc3)n2C)nnc1-c1ccccc1	5	-4%	-10%	-3	.	.	.	.	5%	5%
Cn1c(=O)[nH]c(NC2CCCCC2)c(N=O)c1=O	1	-5%	.	-4	0%	-2	12%	-1	1%	2%
Cc1cc(C)nc(SCC(=O)NC2CCCC2)n1	1	-2%	-4%	-3	1%	-10	-14%	9	0%	-7%
COc1ccc(N(CC(=O)N2CCC(C)CC2)S(=O)(=O)c2c(C)nn(C)c2C)cc1	1	9%	22%	.	5%	5	0%	-4	2%	-5%
CC12CCCCC1NS(=O)(=O)OC2 (configuration not stated)	0	-4%	-6%	-1	7%	-17	6%	0	.	7%
C/C=C/Cn1c(N(C)Cc2ccccc2)nc2c1c(=O)[nH]c(=O)n2C	4	1%	-5%	-4	1%	-8	-9%	-4	0%	18%
COC(=O)C(O)(NC(=O)NC(C)=O)C(F)(F)F (configuration not stated)	0	-4%	6%	-1	-6%	-6	25%	-16	7%	-1%
C/C(=N\NC(=O)c1ccc(NS(=O)(=O)c2cccs2)cc1)c1ccc(C(C)(C)C)cc1	2	1%	-9%	3	-2%	8	-32%	2	1%	1%
Cc1ccc(NC(=S)Nc2cccc(-c3n[nH]c(=S)o3)c2)cc1	13	-6%	272%[activator]	3	?	-9	-15%	16	-7%	8%
CC(=O)NC(Cc1c[nH]c2ccccc12)C(=O)NCCc1ccccn1 (configuration not stated)	0	-3%	-5%	0	29%	-1	4%	-16	17%	-14%
CC1(C)CC(=O)C2=C(C1)OC(N)=C(C#N)C2C1C=CCCC1 (configuration not stated)	-1	5%	-1%	9	1%	-1	-22%	-1	0%	-1%
CCN1CCS/C1=C/C=C/C1=[N+](CC)CCS1	0	-19%	?	-1	?	3	-54%[inhibitor]	12	0%	1%

The list continues.
SMILES	FBPA coupling cs	AT treatment	MBNL1 CUG block	TRPV1 ag	ASM inhibitor	hERG WT inh	a7 integrin act	KCNH2 3.1 block	GALK inh	CXXC DNA block
CO/N=C(\Cn1ncc(NC2CCCCC2)c(Br)c1=O)c1ccc(Cl)cc1	-5	4%	9%	3	-8%	11	-39%	5	3%	2%
CC(=O)Nc1ccc(NC(=O)C(C)OC(=O)c2ccc(N(C)C)cc2)cc1 (configuration not stated)	-1	11%	0%	4	-2%	1	-4%	3	1%	1%
Cc1cc(S(=O)(=O)NCCCN2CCOCC2)c(Cl)cc1Cl	1	3%	-1%	-2	4%	0	-2%	1	3%	-3%
O=C(OCc1nc2ccccc2[nH]1)C12CC3CC(CC(C3)C1)C2	2	8%	-16%	?	-4%	-23	6%	4	.	12%
Cc1ccc2nsnc2c1NC(=O)c1ccc2c(c1)OCCO2	0	-1%	?	-2	2%	-2	9%	1	-3%	-6%
COc1ccc(S(=O)(=O)Nc2cccc(S(=O)(=O)N3CCCC3)c2)cc1OC	.	-1%	.	0	-2%	5	14%	1	.	.
O=C(CSc1ccccc1)Nc1ccc(NC(=O)c2ccco2)cc1	2	-1%	-1%	.	-1%	-18	22%	-6	0%	16%
CCN(CC)S(=O)(=O)c1ccc(C)c(NC(=O)CN2C(=O)NC3(CCCC3)C2=O)c1	-4	-5%	-5%	6	2%	-4	8%	-11	-1%	?
CN(C(=O)c1ccc2ccccc2c1)c1ccccn1	-5	8%	6%	7	8%	14	16%	-20	-3%	-3%
CN(C)CCCN=Cc1c(-c2ccccc2)[nH]n(-c2nc3ccccc3s2)c1=O	2	6%	21%	6	-2%	-4	27%	13	-2%	-13%
CN(C(=O)c1cc(C(=O)N(C)c2ccccc2)cc([N+](=O)[O-])c1)c1ccccc1	3	40µM*	?	2	-2%	-5	-11%	5	0%	-12%
O=C(CS(=O)(=O)Cc1ccccc1)NCc1ccccc1Cl	.	-6%	1%	9	-1%	1	43%	-2	-1%	-5%
CCOC(=O)Cn1c(=O)oc2cc(S(=O)(=O)NCCC(C)C)ccc21	2	8%	-6%	5	-1%	2	11%	-2	3%	1%
O=C(Nc1cccc(Cl)c1)c1cc2c(=O)n3ccccc3nc2s1	2	1%	16%	-6	391%[activator]	-1	-1%	12	9%	4%
COc1ccc(-c2cc(C(=O)Nc3cc(C)n(Cc4ccc(Cl)cc4)n3)no2)cc1OC	2	3%	4%	3	4%	35	-1%	-3	1%	3%
COc1cccc(-c2cc(C(=O)NCc3ccc(Cl)cc3)no2)c1	2	2%	-2%	-1	-1%	61	5%	-9	0%	19%
O=C(NC1(Cc2ccccc2)CCN(Cc2ccc(-c3ccccc3)cc2)C1=O)c1ccccc1 (configuration not stated)	.	0%	.	8	?	-4	-4%	3	.	.
COc1ccc(C(=O)C2CCCN(C(=O)c3ccnn3C)C2)c(C)c1 (configuration not stated)	.	5%	-2%	2	7%	-16	4%	6	5%	15%
O=C(CSc1cccc[n+]1[O-])Nc1ccc(Br)cc1Br	.	3%	.	.	5%	-4	13%	6	.	.
CC(=O)Nc1sc(N/N=C\c2ccccc2F)nc1-c1cccs1	0	-4%	11%	1	23%	7	17%	-3	1%	-7%
Cc1ccccc1C(=O)NNC(=O)c1cc(N)cc([N+](=O)[O-])c1	7	-4%	.	-6	0%	-9	8%	-36	1%	14%
CC(C#N)Sc1ccc(S(=O)(=O)N2CCCCC2)cn1 (configuration not stated)	.	4%	.	9	9%	5	15%	0	.	.
C=CCOC(=O)c1cn(CC)c2nc(C)ccc2c1=O	0	1%	-7%	1	-1%	1	-20%	4	-2%	2%
N#CC1=C2C=CC=CN2CC1=O	0	-8%	15%	7	85%[activator]	-15	4%	9	-1%	0%
Brc1ccc(-c2noc(COc3ccc4ccccc4c3)n2)o1	-21	10%	15%	-4	-6%	-3	13%	1	0%	1%
CN(C)C(=O)CSc1ccc(S(=O)(=O)N2CCCC2)cn1	.	4%	.	-1	-2%	2	2%	4	.	.
O=C(NCCS(=O)(=O)N1CCN(c2ccccc2)CC1)c1ccccc1F	.	-2%	.	6	0%	-7	-37%	3	.	.
O=C(Cc1ccc([N+](=O)[O-])cc1)c1ccc(O)cc1O	7	4%	19%	-2	-4%	-21	4%	4	-4%	-1%
CCc1ccc(Nc2n[n+](-c3ccccc3)c(-c3ccc(N(CC)CC)cc3)s2)cc1	0	-2%	128%[activator]	5	?	-10	-44%	-23	.	6%
CCCCc1ccc(N2C(=NC(=O)C3CCCO3)SC3CS(=O)(=O)CC32)cc1 (configuration not stated)	.	4%	-4%	-2	2%	12	-26%	25	-3%	9%
